mcGAS lum = cyclic GMP-AMP synthase inhibitors, mouse, primary biochemical chemiluminescence | recombinant cGAS, Kinase-Glo ATP depletion luminescence | 160,000 compounds, 0.15% hits | inhibition, % at 12.5 µM;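 note: 0% = negative control wells and 100% = reference inhibitor with no enzyme activity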
hcGAS inh = Primary biochemical luminescence assay for human cyclic GMP-AMP synthase inhibitors; recombinant h-cGAS, ATP depletion, Kinase-Glo luminescence; inhibition, % at 12.5 µM; 290,000 compounds, 0.081% hits; AID 1259398, 2018;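 note: 0% = vehicle reaction and 100% = reaction without DNA for no activity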
Target sequence (Q8N884 whole entry, looked up): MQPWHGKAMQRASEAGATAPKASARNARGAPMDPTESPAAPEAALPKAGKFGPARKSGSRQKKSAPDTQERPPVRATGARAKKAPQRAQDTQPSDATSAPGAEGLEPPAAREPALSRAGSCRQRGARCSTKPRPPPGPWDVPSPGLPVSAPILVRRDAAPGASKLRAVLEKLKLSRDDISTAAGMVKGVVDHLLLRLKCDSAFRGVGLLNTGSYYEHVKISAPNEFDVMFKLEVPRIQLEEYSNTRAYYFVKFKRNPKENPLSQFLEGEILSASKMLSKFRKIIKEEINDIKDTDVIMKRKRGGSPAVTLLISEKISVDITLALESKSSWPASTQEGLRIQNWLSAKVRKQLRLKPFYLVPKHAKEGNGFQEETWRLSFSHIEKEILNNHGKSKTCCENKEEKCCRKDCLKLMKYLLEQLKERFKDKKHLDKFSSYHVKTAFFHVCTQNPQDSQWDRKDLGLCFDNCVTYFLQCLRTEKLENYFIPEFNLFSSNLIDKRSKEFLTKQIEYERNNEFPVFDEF
NPYLR7 ag = agonists of mosquito NPYLR7 receptor, primary screen, cell-based, Aedes aegypti, calcium fluorescence, mosquito biting behavior; Aedes aegypti neuropeptide Y-like receptor 7 (NPYLR7); AID 1259423, 2018; activation, % at 10 µM; 270,000 compounds, 0.15% hits; HEK293T NPYLR7/Galpha15, GCaMP6s calcium fluorescence; in the data active = activation above about 40%;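 note: 0% = vehicle and 100% = reference agonist at the receptor; some compounds past the cut are filed as inactive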
* hit, by the source's call; . = not tested or not shown; & = joins results of further samples. Cut-off read from the data, not from the text of the source, unless noted: active = inhibition above about 40%; inactive = the rest. An unsorted share of the library; any-hit rate near 0.29%.

SMILES | mcGAS lum | hcGAS inh | NPYLR7 ag
CN(C)C(CNC(=O)Nc1cccc(OCc2cccnc2)c1)C1CCCCC1 (stereo unspecified) | . | 2 | -1
CCOC(=O)C=C1SCC(=O)N1CC(=O)OCC | . | -4 | 5
COCCCNc1nc(N)c([N+](=O)[O-])c(Nc2ccc(C)c(C)c2)n1 | . | -5 | 0
Cc1ccc2nc(NC(=O)C3CCCCC3C(=O)O)sc2c1 (stereo unspecified) | -2 | -5 | -8
COc1ccc(-c2nc(Nc3ccc(Cl)nc3)sc2C)cc1 | . | -4 | 1
Cc1ccnc(CC(C)N(C)C(=O)C2CCCCC2)c1 (stereo unspecified) | -8 | -7 | 2
Clc1ccc(CN2CCC(OCc3cccnc3)CC2)s1 | . | 0 | -4
Cc1cccc2nc(C(=O)N3CCc4c(cc(-c5ccncc5)c(=O)n4CCN4CCCCC4)C3)cn12 | -6 | -21 | 17
COc1cc(NC(=O)CCC2CCCN(C(=O)C(=O)c3ccco3)C2)cc(OC)c1 (stereo unspecified) | . | -2 | 3
CCC(C)C(=O)Nc1cccc(S(=O)(=O)N2CCOCC2)c1 (stereo unspecified) | -5 | -3 | 5
CSc1ccc2cc(CN(C)Cc3nncn3C)c(=O)[nH]c2c1 | . | -5 | 12
CCC(C)N(Cc1cc(N)ccc1N(C)C)C(=O)C1CC1 (stereo unspecified) | . | -8 | -6
COc1cccc(C(=O)N(CC(=O)N(Cc2cccn2C)C2CC2)CC(C)C)c1 | -5 | -9 | -7
COc1ccc(OCc2ccc(-c3nc(C#N)c(NCc4ccc5c(c4)OCO5)o3)o2)cc1 | -9 | -6 | 0
O=C(Nc1ncc(Cc2ccc(SC(F)F)cc2)s1)c1ccc([N+](=O)[O-])cc1 | -8 | -9 | -6
Cc1nc(CN(C)C2CC3CCC(C2)N3Cc2ccccc2)oc1C (stereo unspecified) | . | -9 | 4
CCc1c(C)cc(C(=O)N2C[C@H]3CC=C(C)C[C@H]3C2)c(=O)n1C | -7 | -2 | -4
O=C1NCCN2CCN(C(=O)C3CCN(C4CCCC4)CC3)CC12 (stereo unspecified) | -14 | -8 | 3
O=C(NCCNC(=O)C1CC2(CCNCC2)CN1)c1ccc(F)cc1 (stereo unspecified) | . | -5 | 22
CN(C)S(=O)(=O)c1ccc2c(c1)nc(CCC(=O)NCCc1cccs1)n2C | -7 | -7 | 4
Cc1nc(C)c(C(=O)Nc2c(C)nc3c(C)cccn3c2=O)s1 | . | -11 | 5
CN1CCC(C)(C(=O)Nc2ccccc2Oc2ccccc2)C1 (stereo unspecified) | . | 2 | -1
COCc1cc(C)nc(OCC(=O)N/N=C\c2ccc(-c3cccc(C(=O)O)c3)o2)c1C#N | -4 | -2 | -10
Cc1ccc(COC(=O)c2cc(N3CCOCC3)ccn2)cc1 | -17 | -8 | 3
O=c1c2ccccc2cnn1CN1CCN(Cc2ccc(Cl)cc2)CC1 | -16 | -2 | -2
O=C(CC1CSc2nc3c(cnn3-c3ccccc3)c(=O)n21)Nc1cccnc1 (stereo unspecified) | -8 | -9 | 1
CN(C)c1ccc(C(=O)NCCc2ccccc2)cn1 | . | -12 | 2
COc1ccc(S(=O)(=O)Nc2cccc(-c3ccc(N4CCCCC4)nn3)c2)cc1C | -9 | -11 | 2
COc1ccc(Cn2cccc2C2=NCCO2)cc1 | . | -12 | 6
COCCCn1c(SC(C)C)nc2cc(C(=O)OC)ccc2c1=O | . | -4 | -2
Cc1cc(F)ccc1S(=O)(=O)NCC(=O)N1CCC2(CCCO2)CC1 | -11 | -3 | 6
O=C(Cc1ccsc1)OCC(=O)C12CC3CC(CC(C3)C1)C2 | . | -8 | 1
O=C(c1cn(CC2CCCCC2)nn1)N1CCCC(c2nc3ccccc3[nH]2)C1 (stereo unspecified) | -11 | -5 | .
CCOC(=O)c1c(NC(=O)c2cccs2)c(-c2ccc(OC)c(OC)c2)cn1Cc1ccccc1 | -6 | -2 | 8
CCOC(=O)CNC(=O)N1CCC(C(=O)NC2CCC(N(Cc3ccccc3)C(=O)c3ccc(OC)cc3)CC2)CC1 (stereo unspecified) | -7 | -2 | .
Oc1oc(-c2ccc(Cl)cc2)nc1C=Nc1ccccc1Br | -2 | 2 | -4
COc1ccccc1N1CCN(Cc2cc(=O)c(OCC(=O)NC(C)(C)C)co2)CC1 | 0 | 5 | -2
COc1cccc(CC(=O)NCc2cccc(SC)c2)c1 | . | -7 | 14
Cc1ccc(-n2ccc3c(cnc4ncnn43)c2=O)c(Cl)c1 | . | -9 | 7
COc1ccc(C2CCCN2C(=O)Nc2cccnc2)cc1 (stereo unspecified) | . | -16 | 8

Full records, looked up by structure. Order of values: mcGAS lum | hcGAS inh | NPYLR7 ag
Shown for Cc1ccc(-n2ccc3c(cnc4ncnn43)c2=O)c(Cl)c1 → . | -9 | 7
Shown for COc1ccccc1N1CCN(Cc2cc(=O)c(OCC(=O)NC(C)(C)C)co2)CC1 → 0 | 5 | -2
Shown for Cc1cc(F)ccc1S(=O)(=O)NCC(=O)N1CCC2(CCCO2)CC1 → -11 | -3 | 6
Shown for CCOC(=O)CNC(=O)N1CCC(C(=O)NC2CCC(N(Cc3ccccc3)C(=O)c3ccc(OC)cc3)CC2)CC1 (stereo unspecified) → -7 | -2 | .
Shown for O=C(c1cn(CC2CCCCC2)nn1)N1CCCC(c2nc3ccccc3[nH]2)C1 (stereo unspecified) → -11 | -5 | .

Additional compounds:
SMILES | mcGAS lum | hcGAS inh | NPYLR7 ag
Clc1ccc(C(c2ccccc2Cl)C(Cl)Cl)cc1 (stereo unspecified) | -5 | -4&-7 | 4&6
COCC(O)CNC(=O)Nc1cc(OC)c(C(=O)OC)cc1Cl (stereo unspecified) | . | -3 | 8
Cc1cccc(-c2cnc(-c3ccncc3)nc2C2CCN(C(=O)c3ccc(F)c(F)c3)CC2)c1 | -12 | -11 | 15
O=C(Nc1ccccc1-n1cnnn1)N1CCN(c2cnccn2)CC1 | . | -8 | 3
CN(Cc1ccccc1O)C(=O)c1cc(C2CC2)n(C(C)(C)C)n1 | . | -15 | 0
CC1C(=O)N(c2ccccc2-c2ccccc2)CCN1C(=O)c1ccc(Cl)cc1 (stereo unspecified) | -5 | -5 | -6
O=C(Nc1ccc(Cl)cc1C(F)(F)F)c1cccn(OCc2ccc(F)cc2)c1=O | 2 | 4 | 8
O=C(Nc1nccs1)C1=CC=CN2CCS(=O)(=O)N=C12 | . | -5 | 0
CCN1C(=O)N(CCCc2cccnc2)C(=O)C12CCN(Cc1ccc3c(c1)CCO3)CC2 | -6 | -18 | 15
COc1cccc2sc(N(CCN(C)C)C(=O)c3ccco3)nc12 | -7 | -6 | -7
COc1ccc(N(C)S(=O)(=O)c2ccc(OC)c(N3CCN(C(=O)c4ccc(F)c(F)c4)CC3)c2)cc1 | -8 | -2 | 22
O=C1NC(c2ccccc2)(C(F)(F)F)C(=O)N1CN(C1CCCC1)C1CC1 (stereo unspecified) | . | 4 | 2
COc1ccc(-c2cc(N)n(-c3ccc(C(=O)NCCc4ccccn4)cc3)n2)cc1 | -1 | -1 | -9
Cc1ccc2c(=O)cc(-c3ccc(F)cc3)oc2c1 | -1 | -2 | -3
Cc1nnc(Oc2cccc(C(N)=O)c2)c(C#N)c1C | -11 | -4&-11 | 6&-2
CCOCCCN(CC(=O)N(Cc1ccccc1)Cc1cccn1Cc1ccc(F)cc1)C(=O)c1cccc(F)c1 | -4 | -3 | -8
C=CCc1c(C)c(C#N)c2nc3ccccc3n2c1NCCN(CC)CC | . | -6 | 6
CC(=O)NC(C)C(=O)NS(=O)(=O)N1CCOc2ccccc21 (stereo unspecified) | . | -6 | -3
Cc1ccc(OCCn2c(CCCO)nc3ccccc32)cc1 | -4 | -4 | 1
CC(C)c1ccc(C2(C)NC(=O)N(CC(=O)Nc3ccc(Cl)cc3)C2=O)cc1 (stereo unspecified) | . | -6 | 1
CCCCc1nc2sc3c(NCCCO)ncnc3c2c2c1COC(C)(C)C2 | . | -4 | 3
C=CCOC(=O)c1cc(-c2ccc(/C=C3\C(=O)N(c4ccc(Cl)c(Cl)c4)N=C3C)o2)ccc1Cl | -2 | -1 | 7
O=C(/C=C/c1ccsc1)CC(O)(c1ccccc1)C(F)(F)F (stereo unspecified) | . | -8 | 0
O=C(CN1CCN(Cc2nc(-c3cccs3)cs2)CC1)N1CCOCC1 | -8 | 0 | -20
Cc1nn(CC(=O)N2CCCc3ccccc32)c(=O)c2c1cnn2C(C)(C)C | . | -3 | 10
CC(C)C(Oc1ccc(Br)cc1)C(=O)O (stereo unspecified) | . | -9 | 2
CC(C)(C)C1CNCCN1CCOc1ccccc1 (stereo unspecified) | -12 | -9 | -2
O=C(c1cccc(CC2CCNCC2)c1)N1CCc2[nH]ncc2C1 | -2 | 3 | -3
CCOc1ccc(-c2cccc(NS(=O)(=O)c3cccc(C(F)(F)F)c3)c2)nn1 | -8 | -9 | -1
CN1Cc2ccccc2C2CCc3ccccc3C21 (stereo unspecified) | . | -5 | 9
CC(=O)Nc1cccc(NC(=O)CSc2nc(=O)n(N3CCN(C)CC3)c3c2CCC3)c1 | -12 | -7 | -3
CC(=O)Nc1ccsc1C(=O)N1CCN2C(=O)CN(C)C(=O)C2C1 (stereo unspecified) | . | -6 | 0
O=C(CCC1CCCN(C(=O)C2=CCCCC2)C1)NCc1ccccc1F (stereo unspecified) | 2 | -2 | -20
NC(=O)CC1CCCCN1Cc1cccc(C(F)(F)F)c1 (stereo unspecified) | -4 | -8 | 7
COc1cc(NC(=O)C(N)CC(C)C)cc2ccccc12 (stereo unspecified) | . | -2 | -6
CCn1ccnc1CNc1ccc(C(=O)N2CCC(Cn3cccn3)CC2)cn1 | . | -9 | 6
Cc1noc(C)c1CSCC(=O)NCC1(O)CCC2(CC1)OCCO2 | . | -7 | 5
CN(C)c1cc(NC[C@H]2CCCO2)ncn1 | . | -6 | 10
COc1ccc(Nc2nc(-c3cc4cccc(OC)c4oc3=O)cs2)cc1 | -4 | -4 | 1
CCn1c(CN2CCN(C(=O)c3ccco3)CC2)nc2c1c(=O)n(C)c(=O)n2C | . | -9 | 1

Pulled by compound from the entries so far:
SMILES | mcGAS lum | hcGAS inh | NPYLR7 ag
CCn1c(CN2CCN(C(=O)c3ccco3)CC2)nc2c1c(=O)n(C)c(=O)n2C | . | -9 | 1
Oc1oc(-c2ccc(Cl)cc2)nc1C=Nc1ccccc1Br | -2 | 2 | -4
O=C(NCCNC(=O)C1CC2(CCNCC2)CN1)c1ccc(F)cc1 (stereo unspecified) | . | -5 | 22
O=C(/C=C/c1ccsc1)CC(O)(c1ccccc1)C(F)(F)F (stereo unspecified) | . | -8 | 0

(cont.)
SMILES | mcGAS lum | hcGAS inh | NPYLR7 ag
O=C(c1cccnc1Cl)N1CCN(C(c2ccccc2)c2ccc(Br)cc2)CC1 (stereo unspecified) | -7 | -5 | -4
O=C(NCC(=O)N1CCCCC1)c1ccc(Cl)cc1Cl | -7 | -9 | 8
Cc1sc2nc(-c3ccccc3)nc(N(C)CC(C)O)c2c1C (stereo unspecified) | 0 | 6 | -3
O=C(NCc1csc(-c2cnccn2)n1)c1cc2ccccc2s1 | . | -4 | 11
CCN(CC)S(=O)(=O)c1cccc(C(=O)NC(C)CCC2CCCO2)c1 (stereo unspecified) | . | -8 | 3
CC1(O)CCCN(c2nc(-c3cccnc3)nc3c2CCNCC3)C1 (stereo unspecified) | -6 | -1 | -1
N#Cc1nn(CN2CCC3(CC2)OCCO3)c2ccc(Cl)cc12 | . | -3 | -1
COc1ccc(-n2nc(-c3ccc(OC)cc3OC)cc2C(=O)O)cc1 | . | -1 | 11
CC(Cn1cncn1)NCc1cccnc1Oc1ccc(F)c(F)c1 (stereo unspecified) | . | 1 | 4
CC(=O)N1CCc2cc(S(=O)(=O)N(C)c3ccccc3C(N)=O)ccc21 | . | -1 | -1
O=C(C1CCC1)N1CCN(c2nccc(-c3cccc(C(F)(F)F)c3)n2)CC1 | -6 | -6 | -2
O=C1CCCN1C1CCN(Cc2nnc(C3CC3)o2)CC1 | . | 2 | -2
O=C(Cc1ccc(F)cc1)N(CCn1cccn1)c1nc2ccccc2s1 | -6 | -6 | -7
Cc1cn2c3c(=O)n(CCc4ccccc4)c(=O)n(C)c3nc2n1C | 1 | -12 | 0
C=CC[C@@H]1CC=C[C@@H](CC=C)N1C(=O)c1cnn2c1CCCC2 | . | -1 | 27
O=S(=O)(NCCc1csc2nc(-c3ccccc3)nn12)c1ccc(Cl)cc1 | -6 | -5 | -14
NC(=O)c1nc(-c2ccccc2)nc2c1[nH]c(=O)n2-c1ccccc1F | -8 | -10 | -7
Cc1cnn(Cc2cccc(F)c2)c1NC(=O)c1cc(F)cc(F)c1 | -2 | 0 | .
CC1(C)CC(=O)C(C=Nc2ccccc2N)=C(O)C1 | -5 | -6 | 9
Cc1ccccc1-c1nn(-c2ccc(F)cc2F)cc1CN1CCN(CCC(N)=O)CC1 | -1 | -2 | -18
Cc1ccc(C2(O)CCN(C(=O)c3cnc(C(C)C)[nH]c3=O)CC2)nc1 | . | -5 | 6
Cc1ccc(-n2ncc3c(=O)[nH]c(-n4nc(C)cc4NC(=O)c4ccc5ccccc5c4)nc32)cc1 | -9 | -10 | -4
COc1cc(NC(N)=Nc2nc(CSc3ccc(C)cc3)cc(=O)[nH]2)cc(OC)c1 | -4 | 1 | -5
COCC(=O)N1CCN(C(c2ccccc2)c2ccc(Cl)cc2)CC1 (stereo unspecified) | 2 | 1 | 5
CCCCNC(=O)c1oc2ccc(Br)cc2c1C | . | -11 | 13
O=C(c1ccc([N+](=O)[O-])c(O)c1)N1CCN(c2nccs2)CC1 | -6 | -4 | -1
Cc1ccccc1-c1cc2nc(NCc3ccccc3)n(C)c(=O)c2s1 | . | -9 | 6

Screening data (PubChem)
